Source: PubChem BioAssay
T cell modulator: modulates CD8 T cell binding to vesicles. 2C CD8+ T cell-vesicle binding, flow cytometry; hits give low values. calls only at 7 µM. hit rate 0.068% among 330,000;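 active = response, share of CD8 T cells binding vesicles, and their 90th percentile fluorescence all below set limits, cut at about 80% in these data, passing the limit was not always enough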
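Incubation: binding step 1.5 h, 37 °C, antibody labelling 20 min, ice; system: murine 2C transgenic CD8+ T lymphocytes; technique: cytometric PE anti-B7-1 and Alexa647 anti-CD8 signals after 1% paraformaldehyde fixation; also added: QL9-charged Drosophila Ld/ICAM-1/B7-1 vesicles; control set: naked versus QL9-loaded vesicles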
Lipid droplet: modulators of hepatic lipid droplet formation. AID 1656. inhibition, % at 6.5 µM. AML12 mouse hepatocytes, oleate lipid droplets, BODIPY imaging. hit rate 0.4% among 240,000;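 active = lipid droplet intensity inhibited by at least 50%, with more than 500 cells counted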
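Test system: AML12 hepatocytes (mouse); reagent: oleate loading, 100 µM; dosing: one dose, 6.5 µM compound; incubation: overnight exposure; signal: fluorescence imaging, 20x objective, two fields per well; read-out basis: % inhibition of corrected integrated BODIPY droplet signal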
MgcRacGAP inhibition: MgcRacGAP GTPase-activating activity inhibitors, confirmation, biochemical, ADP Hunter fluorescence | MgcRacGAP-stimulated Rac1 GTP hydrolysis, ADP Hunter fluorescence; higher % means a stronger effect; GST-tagged Rac1 F28L mutant substrate | one-dose inhibition, % at 30 µM; IC50 in µM for titrated hits | hit rate 0.6% among 340,000 | AID 624330;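 active = first-screen hits whose inhibition reached a set limit at any dose in the follow-up dose series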;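 note: fluorescence reports GDP produced by GAP-driven GTP hydrolysis; strong numbers were not always called active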
LYP phosphatase: inhibitors of LYP phosphatase, biochemical, fluorescence intensity, uHTS (AID 1779) | inhibition, % at 11.5 µM; hits with a dose series show IC50 in µM | hit rate 0.054% among 290,000 | recombinant LYP phosphatase, fluorescence intensity; higher % means a stronger effect; in the data active = inhibition above about 50%;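 note: plate controls were vehicle with enzyme for no effect and no enzyme for full effect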
NTR1 ag: agonists of NTR1, primary screen, imaging, U2OS cells, beta-arrestin-GFP, high content (AID 493036) | hit rate 0.17% among 330,000 | NTR1-U2OS beta-arrestin-GFP spot imaging, agonist mode | activation, % at 20 µM | P30989;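 active = activation at or above 40% of the spot to cytoplasm intensity ratio, with at least 20 cells analyzed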;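 note: 0% = DMSO without peptide and 100% = 100 nM NTR1 peptide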
Target sequence (P30989 whole entry, looked up): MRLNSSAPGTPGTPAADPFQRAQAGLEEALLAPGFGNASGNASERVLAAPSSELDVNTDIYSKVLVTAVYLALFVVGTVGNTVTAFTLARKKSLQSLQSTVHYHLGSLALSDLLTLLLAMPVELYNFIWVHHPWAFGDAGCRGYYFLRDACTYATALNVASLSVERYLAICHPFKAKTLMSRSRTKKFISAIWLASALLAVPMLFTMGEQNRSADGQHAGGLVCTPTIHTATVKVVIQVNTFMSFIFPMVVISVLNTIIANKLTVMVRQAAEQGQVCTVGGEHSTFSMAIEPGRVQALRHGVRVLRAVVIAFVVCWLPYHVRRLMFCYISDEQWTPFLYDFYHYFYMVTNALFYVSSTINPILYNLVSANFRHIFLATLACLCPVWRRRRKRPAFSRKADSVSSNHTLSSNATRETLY
Large T inhibition: TAg ATPase/helicase activity blockers – biochemical (AID 1903); SV40 large T antigen ATPase/helicase inhibition assay; higher % means a stronger effect; hit rate 0.39% among 310,000; inhibition, % at 20 µM; hits with a dose series show IC50 in µM; in the data active = a potency from the dose series; note: strong numbers were not always called active
GPR55 antagonists: inhibition of LPI-stimulated GPR55 beta-arrestin translocation – imaging, U2OS, beta-arrestin-GFP, LPI agonist, primary screen (AID 2013); U2OS GPR55 beta-arrestin-GFP translocation imaging, LPI antagonism; higher % means a stronger effect; one-dose inhibition, % at 10 µM; IC50 in µM for titrated hits; hit rate 0.13% among 290,000;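 active = spots per cell inhibited over 60%, with over 100 cells counted and total cytoplasm intensity under 500,000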;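 note: U2OS cells stably carrying GPR55 and arrestin-GFP stimulated by 5 µM LPI near EC80; imaged beta-arrestin-GFP aggregate spots per cell after agonist stimulation; plate controls were LPI-stimulated DMSO wells for no effect and DMSO wells without LPI for full effect; some results filed as inactive read as strong as hits; confirmed hits need IC50 under 10 µM and bright autofluorescent wells are also inconclusive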
GPR55 beta-arrestin: selective activators of receptor GPR55 – imaging, U2OS cells, beta-arrestin-GFP redistribution, primary screen (AID 1961); U2OS GPR55 beta-arrestin-GFP redistribution imaging; higher % means a stronger effect; activation, % at 10 µM; hits with a dose series show EC50 in µM; hit rate 0.048% among 290,000;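 active = activation above 40% with more than 50 cells counted in the well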;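 note: U2OS osteosarcoma cells stably expressing GPR55 and beta-arrestin-GFP; plate controls were DMSO negative control for no effect and LPI positive control for full effect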
GPR35 antagonists: inhibition of zaprinast-stimulated GPR35 beta-arrestin translocation – imaging, U2OS, beta-arrestin-GFP, zaprinast agonist, primary screen (AID 2058); U2OS GPR35 beta-arrestin-GFP translocation imaging, zaprinast antagonism; higher % means a stronger effect; inhibition, % at 10 µM; hits with a dose series show IC50 in µM; hit rate 0.052% among 290,000;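 active = inhibition of at least 50% with at least 30 cells and total cytoplasm GFP at most 10,000,000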
Lipid droplet cells 6.5 µM: second read-out of Lipid droplet, no call of its own (marks repeat the call); cell count; measured here: cell count, cytotoxicity flag;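 cells counted across two imaged fields per well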
T cell modulator vesicle-bound %: recorded beside T cell modulator, whose call it bears; double positive events, %; measured here: CD8+ vesicle-bound cell fraction;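 binding gate set so that unloaded-vesicle control wells show 10% double positive cells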
NTR1 ag cell count 20 µM: also measured in NTR1 ag; calls as there; cell count; measured here: cell count, cytotoxicity flag
* marks the source's active call; other numbers are inactive results; i = inactive; · = no result given.

SMILES	T cell modulator	T cell modulator vesicle-bound %	Lipid droplet	Lipid droplet cells 6.5 µM	MgcRacGAP inhibition	LYP phosphatase	NTR1 ag	NTR1 ag cell count 20 µM	Large T inhibition	GPR55 antagonists	GPR55 beta-arrestin	GPR35 antagonists
O=C(CCN1CCN(CCO)CC1)Nc1cccc(Br)c1	i	34	-8	683	6%	-4%	-0.5	50	18%	7%	-0.3%	-4%
Cc1nc(-c2ccc(NC(=O)c3ccccc3C)cc2)cs1	i	31	-5	680	-8%	-4%	·	·	2%	9%	-0.1%	-8%
COc1ccc(CNCC(O)(c2ccc(Cl)cc2)c2ccc(Cl)cc2)cc1	i	20	·	·	7%	8%	20	73	-4%	0%	-0.2%	23%
COC(=O)c1cccc(NC(=O)CN2CCc3ccccc3C2)c1	i	61	-8	762	4%	-4%	-0.9	63	10%	-2%	0.3%	3%
Cc1ccc(N2CC(C(=O)N3CCC4(CC3)CC(=O)c3ccccc3O4)CC2=O)cc1C (centres undefined)	i	45	·	·	2%	·	3.0	62	14%	·	·	·
N#Cc1c(NC(=O)CSc2nc(N)cc(=O)[nH]2)sc2c1CCCCCC2	i	69	8	672	2%	-4%	3.3	42	5%	16%	0.1%	-21%
CNC(=O)CSc1nnc(C(C)C)n1C	i	32	10	657	20%	-9%	1.6	46	12%	7%	-0.1%	15%
Oc1oc(-c2ccccc2)nc1C=Nc1cccc2ccccc12	i	8	-4	686	13%	1%	2.9	64	6%	-2%	-0.3%	-2%
CSc1ccc(S(=O)(=O)Nc2ccccc2C(=O)N2CCOCC2)cc1	i	15	15	698	8%	-10%	0.2	51	2%	16%	-0.2%	11%
CCCCn1c2ccc(F)cc2c2nnc(SCCN3CCOCC3)nc21	i	25	-9	821	·	1%	6.0	95	7%	-6%	-0.1%	-15%

Among those listed so far, 2 have two or more sulfur atoms:
SMILES	T cell modulator	T cell modulator vesicle-bound %	Lipid droplet	Lipid droplet cells 6.5 µM	MgcRacGAP inhibition	LYP phosphatase	NTR1 ag	NTR1 ag cell count 20 µM	Large T inhibition	GPR55 antagonists	GPR55 beta-arrestin	GPR35 antagonists
N#Cc1c(NC(=O)CSc2nc(N)cc(=O)[nH]2)sc2c1CCCCCC2	i	69	8	672	2%	-4%	3.3	42	5%	16%	0.1%	-21%
CSc1ccc(S(=O)(=O)Nc2ccccc2C(=O)N2CCOCC2)cc1	i	15	15	698	8%	-10%	0.2	51	2%	16%	-0.2%	11%

The list continues:
SMILES	T cell modulator	T cell modulator vesicle-bound %	Lipid droplet	Lipid droplet cells 6.5 µM	MgcRacGAP inhibition	LYP phosphatase	NTR1 ag	NTR1 ag cell count 20 µM	Large T inhibition	GPR55 antagonists	GPR55 beta-arrestin	GPR35 antagonists
COC(=O)c1cc(F)c(-n2cncn2)c(F)c1	i	47	·	·	-4%	-6%	-1.2	81	-8%	14%	-0.2%	-12%
O=C(Cc1ccc(F)cc1)N1CCN=C1SCc1cccc([N+](=O)[O-])c1	i	30	0	712	4%	-6%	1.6	67	-3%	-12%	1.0%	2%
CC(C)(C)C(=O)CN1C(=O)NC(C)(Cc2ccc3c(c2)OCO3)C1=O (centres undefined)	i	10	-7	741	2%	-7%	-0.5	46	18%	-12%	-0.2%	6%
CCOc1ccccc1CN1CCNC(=O)C1CC(=O)NCCN1CCOC1=O (centres undefined)	i	12	-2	779	-35%	-1%	-1.2	43	10%	0%	-0.1%	-6%
COc1ccc(Br)cc1S(=O)(=O)Nc1cccc(C)n1	i	52	-5	709	-1%	-5%	0.1	59	28%	10%	-0.1%	12%
COc1ccc(Cl)cc1C(=O)Nc1ccc(OCC(=O)N2CCOCC2)cc1	i	68	9	719	3%	-1%	0.6	50	6%	-2%	-0.1%	-2%
CN(Cc1c(C(=O)N/N=C/c2ccc(F)cc2)nnn1-c1nonc1N)C1CCCCC1	i	1	3	690	-1%	-1%	3.2	67	23%	10%	-0.1%	5%
Cc1ccc(CC(=O)Nc2ccc(S(=O)(=O)Nc3ncccn3)cc2)cc1	i	57	18	799	12%	-15%	-1.2	60	46%	5%	0.3%	7%
Cc1cc(C)cc(Nc2c(F)c(F)c(F)c(F)c2C(=O)O)c1	i	40	0	717	·	-6%	0.9	30	14%	3%	-0.6%	-2%
CCc1c(C)nc2c(C)cccc2c1SCCC#N	i	60	-12	716	3%	10%	-0.2	103	6%	8%	-0.1%	0%
CC(C)NCC(O)COc1ccc2c(c1)CCC2 (centres undefined)	i	40	8	526	7%	-4%	0.1	60	10%	-6%	-0.1%	13%
CCOC(=O)c1sc2nc(C)nc(NCCc3ccccn3)c2c1C	i	54	-28	672	0%	-9%	2.1	39	1%	0%	0.6%	-17%
COc1ccc(CCNC(=O)C2CCN(C(=O)c3ccc(Cl)cc3)CC2)cc1OC	i	59	-20	801	8%	-7%	1.1	59	10%	-2%	0.8%	-2%
C[C@H](NC(=O)[C@@H]1CCC(=O)N1Cc1ccco1)c1ccccc1	i	49	25	708	0%	2%	-1.6	85	9%	12%	0.7%	-15%
CCCn1nc(NC(=O)CC)c2cc3cccc(C)c3nc21	i	31	·	·	1%	-7%	3.5	88	6%	-5%	-0.1%	-7%
CCCOc1ccc(/C=N/Nc2ccccc2[N+](=O)[O-])c(O)c1	i	37	56*	658*	9%	-2%	0.3	43	13%	9%	0.6%	11%
OC(CN1CCN(c2ccccc2Cl)CC1)c1ccccc1 (centres undefined)	i	15	-24	817	8%	3%	0.9	59	8%	3%	-0.2%	-12%
COc1ccc(CCNS(=O)(=O)CCNC(=O)c2ccc(OC)cc2)cc1	i	44	·	·	7%	·	0.4	45	6%	·	·	·
CS(=O)(=O)N1N=C(c2ccco2)CC1c1ccccc1Cl (centres undefined)	i	41	-11	742	9%	-8%	1.6	57	4%	-10%	-0.1%	14%
CC(C)(C)c1ccc(OCCn2nc(C(=O)O)c3ccccc3c2=O)cc1	i	16	-40	793	3%	3%	21	44	7%	1%	0.5%	-8%
O=C(CCN1CCN(c2ccccc2)CC1)c1ccc(Cl)cc1	i	66	·	·	10%	-6%	-0.2	87	12%	16%	0.3%	0%
Cc1cccc(NC(=O)c2c(F)c(F)c(F)c(F)c2F)c1	i	22	9	827	5%	-1%	-1.1	70	·	-10%	0.3%	27%
O=C(CSc1nc2ccccc2s1)NCCOc1ccccc1	i	44	14	648	12%	0%	0.9	48	14%	1%	-0.1%	-10%
Cc1cccc(-c2noc(CNC(=O)c3ccco3)n2)c1	i	25	0	815	8%	-6%	0.2	52	9%	-15%	-0.1%	26%
COC(=O)C1=C(CS(=O)(=O)c2cc(OC)ccc2OC)NC(=O)NC1c1ccc(O)c(OC)c1 (centres undefined)	i	49	-5	791	7%	-9%	0.5	60	7%	3%	-0.1%	16%
COc1cc(SC)ccc1C(=O)N1CCN(c2ccccc2OC)CC1	i	25	-15	668	3%	-6%	2.5	59	2%	-11%	0.3%	-4%
CC(C)CNC(=S)N1CCC(NC(=O)c2ccco2)CC1	i	30	8	779	4%	-6%	0.5	30	1%	-1%	0.5%	19%
CCOc1cc(C#N)c(NC(=O)c2ccco2)cc1OCC	i	56	·	·	5%	-9%	·	·	-5%	-18%	-0.1%	2%
CC1CCN(C(=O)CSc2nncn2-c2ccccn2)CC1	i	40	·	·	7%	0%	2.2	71	3%	8%	-0.2%	3%
COc1cc(Cl)c(CC(=O)c2c[nH]c3ccccc23)cc1OC	i	52	7	752	9%	-2%	-0.6	96	12%	7%	0.5%	12%
O=C(NCc1nnc(SCC(=O)N2CCCc3ccccc32)n1-c1ccccc1)c1cccc2ccccc12	i	4	3	606	6%	4%	4.0	33	17%	-2%	0.2%	-5%
O=C(c1cc2ccccc2o1)N1CCN(c2cccc(Cl)c2)CC1	i	9	-1	819	3%	1%	3.2	59	16%	17%	-0.2%	1%
Cc1ccc(C)c(N(C(=O)CNC(=O)c2ccco2)C(C(=O)NC2CCCCC2)c2cccnc2)c1 (centres undefined)	i	44	-10	778	6%	-10%	1.1	45	4%	16%	-0.2%	0%
CCNC(=O)c1sc(=S)n(-c2ccc(C)cc2)c1N	i	27	·	·	9%	-2%	0.6	66	1%	13%	-0.1%	4%
O=C(/C=C/c1cccc(F)c1)N(c1ccccn1)C1CCCCC1	i	57	14	647	9%	-8%	-0.4	94	11%	0%	0.6%	21%
CC(=O)Nc1ccc(C(=O)N/C(=C/c2ccccc2)C(=O)Nc2cccc(C(=O)O)c2)cc1	i	53	-11	682	-2%	-5%	-0.3	99	-2%	-8%	-0.1%	9%
CC1(c2ccc([N+](=O)[O-])cc2)CC(C)(C)N(C(=O)c2ccccc2)c2ccccc21 (centres undefined)	·	·	21	496	·	-11%	·	·	-4%	11%	-0.4%	2%
NC(=O)C1(C(N)=O)OC1c1ccc(Cl)cc1Cl (centres undefined)	i	16	0	716	2%	-6%	2.9	43	11%	-4%	-0.2%	0%
O=C(c1cccs1)N1CCc2ccccc2C1	i	49	-3	687	-22%	-5%	0.9	38	·	4%	-0.1%	8%
COc1ccccc1CN1CC(C(=O)N(C)Cc2ccncc2C)CCC1=O (centres undefined)	i	38	-11	679	7%	-10%	-1.0	62	18%	-4%	-0.1%	8%
COc1ccc(C(C)NC(=O)c2ccccc2Cl)cc1OC (centres undefined)	i	15	0	666	10%	-3%	-1.5	63	7%	9%	-0.2%	6%
O=C(c1cc(-c2cccs2)on1)N1CCCCC1	i	26	·	·	7%	-4%	0.7	59	8%	0%	-0.1%	-2%
CCC(CC)c1nnc(NC(=O)C2=COCCO2)s1	i	48	·	·	6%	·	-0.3	61	33%	·	·	·
CCCOc1ccc(NC(=O)CC2C(=O)N(Cc3ccccc3)C(=S)N2Cc2cccs2)cc1 (centres undefined)	i	43	-12	652	8%	8%	24	57	19%	11%	-0.3%	1%
CCC12CN(C(=O)c3ccc(C)cc3)CC(CC)(CN(C(=O)c3ccc(C)cc3)C1)C2=O	i	48	-2	617	8%	-4%	2.8	75	7%	3%	-0.2%	0%
CCOC(=O)CNS(=O)(=O)c1cc(-c2n[nH]c(=O)c3ccccc23)ccc1C	·	·	·	·	2%	-11%	·	·	11%	8%	-0.2%	9%
